High-throughput results (PubChem BioAssay)
MLLE-PAM2 inh = inhibitors of PABP1 MLLE–PAM2 peptide binding, primary screen, biochemical, fluorescence polarization, FITC-PAM2, GST-MLLE; Polyadenylate-binding protein 1 (Homo sapiens), P11940; inhibition, % at 20 µM; 360,000 compounds, 0.36% hits; in the data active = inhibition above about 35%, passing the limit was not always enough;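 note: plate controls were DMSO wells with GST-MLLE for no effect and wells lacking GST-MLLE protein for full effect; some results filed as inactive read as strong as hits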
Tb MetRS inh = T. brucei MetRS inhibitors, primary screen, biochemical, luminescence. methionyl-tRNA synthetase (Trypanosoma brucei brucei). purified T. brucei MetRS, ATP depletion, Kinase-Glo luminescence. inhibition, % at 11.9 µM. 360,000 compounds, 0.4% hits;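 active = inhibition above a per-plate cutoff of the control wells' mean inhibition plus 3 SD, cut at about 5.5% in these data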;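 note: 0% = DMSO wells median and 100% = median of wells with control inhibitor compound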
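technique = Kinase-Glo luminescence, ATP depletion format | system = purified MetRS (methionyl-tRNA synthetase) enzyme from Trypanosoma brucei | timing = 15 min preincubation, 2 h reaction, all 25 °C | evaluation = percent inhibition versus plate control medians | dosing = single dose, 11.9 µM final nominal, 0.9% final DMSO | also added = substrates ATP, L-methionine and bulk Escherichia coli tRNA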
eLon inh = inhibitors of E. coli Lon protease, primary screen, biochemical, fluorescence polarization | P0A9M0 | purified E. coli Lon protease | inhibition, % at 7.94 µM | 360,000 compounds, 0.42% hits; in the data active = inhibition above about 13%, passing the limit was not always enough;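 note: 0% = enzyme with probe and DMSO and 100% = no enzyme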
Target sequence (P0A9M0 whole entry, looked up): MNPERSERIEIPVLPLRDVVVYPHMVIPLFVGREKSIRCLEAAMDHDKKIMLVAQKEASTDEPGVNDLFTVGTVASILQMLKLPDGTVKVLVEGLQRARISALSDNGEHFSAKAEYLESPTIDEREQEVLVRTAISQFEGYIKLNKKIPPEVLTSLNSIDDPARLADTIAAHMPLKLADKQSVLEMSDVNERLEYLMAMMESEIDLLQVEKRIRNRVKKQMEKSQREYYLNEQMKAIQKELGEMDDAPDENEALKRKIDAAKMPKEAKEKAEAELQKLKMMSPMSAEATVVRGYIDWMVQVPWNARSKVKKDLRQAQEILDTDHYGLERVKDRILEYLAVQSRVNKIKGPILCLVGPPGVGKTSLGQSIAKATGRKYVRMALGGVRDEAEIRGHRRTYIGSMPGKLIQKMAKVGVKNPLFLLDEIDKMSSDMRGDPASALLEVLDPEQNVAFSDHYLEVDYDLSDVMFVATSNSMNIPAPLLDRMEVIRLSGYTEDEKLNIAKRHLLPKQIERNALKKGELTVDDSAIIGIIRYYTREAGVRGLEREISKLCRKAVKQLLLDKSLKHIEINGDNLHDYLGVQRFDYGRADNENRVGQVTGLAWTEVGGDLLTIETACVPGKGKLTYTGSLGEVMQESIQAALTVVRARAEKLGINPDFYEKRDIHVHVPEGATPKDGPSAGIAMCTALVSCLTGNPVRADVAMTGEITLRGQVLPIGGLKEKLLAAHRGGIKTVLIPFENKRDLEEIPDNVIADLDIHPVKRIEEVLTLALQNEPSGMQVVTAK
NRP1-CendR mod = modulators of CendR peptide binding to NRP-1, primary screen, biochemical, fluorescence polarization, uHTS. Neuropilin-1 (Homo sapiens), O14786. FAM-RPARPAR peptide binding to NRP-1. inhibition, % at 25 µM. 360,000 compounds, 0.85% hits;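 active = inhibition or corrected inhibition above about 18%, plus a signal ratio from 0.5 to 1.5, limit read from the data, passing the limit was not always enough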; note: strong numbers were not always called active
MsrA inh = bovine MsrA enzyme inhibitors, primary screen, biochemical, absorbance, HTS | Methionine sulfoxide reductase A (Bos taurus) | purified bovine MsrA, absorbance read-out | inhibition, % at 15.5 µM | 360,000 compounds, 0.75% hits | AID 651718, 2012; in the data active = inhibition above about 4.5%;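 note: 0% = vehicle wells with enzyme and 100% = reference inhibitor wells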
SKN-1 block = suppressors of acrylamide-induced Pgst-4::GFP reporter in worms, primary screen, SKN-1 inhibitor project, whole organism, uHTS, GFP/RFP fluorescence ratio, strain VP596 | C. elegans VP596 Pgst-4::GFP/RFP ratio, 24 h | inhibition, % at 21.8 µM | 360,000 compounds, 0.49% hits | AID 624304, 2012;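 active = interference check ratio from 0.5 to 1.5 plus GFP to RFP signal ratio inhibition reaching or exceeding a fixed threshold, cut at about 30% in these data, passing the limit was not always enough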; note: some compounds called inactive have numbers as strong as hits
FAS-TE inh = FAS thioesterase domain inhibitors, primary screen, biochemical, fluorescence intensity, uHTS; recombinant FAS-TE, OMFH fluorogenic substrate, fluorescence endpoint; inhibition, % at 15 µM; Fatty acid synthase (Homo sapiens), P49327; 360,000 compounds, 0.67% hits; AID 602261, 2012;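 active = compounds whose normalised, plate-corrected inhibition of enzyme fluorescence in the single-dose primary screen is 50% or more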;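 note: 0% = DMSO with enzyme and 100% = substrate without enzyme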
MsrA act = bovine MsrA enzyme activators, primary screen, biochemical, absorbance, HTS; AID 602163, 2012; activation, % at 10.6 µM; Methionine sulfoxide reductase A (Bos taurus); purified bovine MsrA, absorbance read-out; 360,000 compounds, 0.3% hits; in the data active = activation above about 7.5%;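 note: 0% = vehicle and 100% = reference activator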
MT1-MMP act inh = blockers of MT1-MMP proenzyme processing, primary screen, HT1080 RFP-PRO-GFP cells, GFP/RFP fluorescence | Matrix metalloproteinase-14 (Homo sapiens), P50281 | GFP/RFP ratio fluorescence, overnight; percent of plate control window, DMSO zero | GFP/RFP ratio change, % at 20 µM | 360,000 compounds, 0.061% hits | AID 651647, 2012;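 active = GFP/RFP ratio change of at least 30% with cell ATP level not reduced by more than half and red fluorescence within 50% of control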; note: strong numbers were not always called active
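Compound: 20 µM single dose, 1% DMSO / System: HT1080 RFP-PRO-GFP cells / Controls: DMSO and RFP-L50D-GFP cell wells / Read-out basis: GFP/RFP fluorescence ratio / Schedule: overnight compound exposure at 37 °C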
* = called active by the depositor; . = not tested or not shown; & = joins results of further samples.

SMILES	MLLE-PAM2 inh	Tb MetRS inh	eLon inh	NRP1-CendR mod	MsrA inh	SKN-1 block	FAS-TE inh	MsrA act	MT1-MMP act inh
O=C(NCc1cc(C(F)(F)F)cc(C(F)(F)F)c1)C1CC(c2cccc(F)c2)=NO1 (stereo not drawn)	2	-0.1	7	-8	0.6	3	17	3	5
Cc1ccc2[nH]cc(C(=O)CN3CCC4(CC3)OCCO4)c2c1	4	-0.9	-5	2	0.9	-23	-7	-13	-7
COc1ccc(/C=C/C(=O)Nc2ccc(NC(C)=O)cc2)cc1S(=O)(=O)N1CCOCC1	-17	-0.4	3	2	3.7	2	-1	-5	-1
CS(=O)(=O)c1ccc2nnn(OCC(=O)Nc3ccc(Br)cc3Br)c2c1	-12	1.0	-10	-4	-1.4	3	4	-1	2
CCc1nnc(NC(=O)CSc2nc(C)cc(C)c2C#N)s1	6	-0.6	12	5	0.7	-15	14	3	-1
Cc1ccc(NC(=O)CN2CCN(S(=O)(=O)c3cccs3)CC2)cc1S(=O)(=O)N(C)C	-29	-0.4	12	-8	-1.1	-2	14	-3	0
CCN1CCN(CCCNC(=O)c2ccc(/C=C3/Oc4ccccc4N(Cc4cccc(C)c4)C3=O)cc2)CC1	-4	-0.4	-5	0	.	0	4	-2	-8
O=C(O)c1ccc(S(=O)(=O)N2CCC(n3nnc4cc(C(F)(F)F)ccc43)CC2)cc1	19	0.1	-4	8	0.6	6	-2	-4	-2
COc1ccc(C(=O)n2cnnc2N)cc1	-2	-0.6	-3	-11	-0.4	6	-3	-3	2
CCOc1ccc2nc(NC(=O)c3ccc(OCC4CCCO4)cc3)sc2c1 (stereo not drawn)	-23	-0.8	-3	-2	3.7	11	20	-8	-4
O=S(=O)(c1ccccc1)N(Cc1ccc(Cl)cc1)c1ccncc1	-5	-0.5	-1	-1	1.5	6	-4	-4	-1
CCOC(=O)CNc1nc(Cl)nc(NC(C)(C)C)n1	-15	0.3	-13	12	1.9	-5	0	1	3
Cn1cccc1/C=N/NC(N)=S	-13	-0.3	5	-3	7.4*	-7	-3	-1	0
CN(C)CCN(C(=O)CCS(=O)(=O)c1ccccc1)c1nc2cc3c(cc2s1)OCO3	-8	-0.6	-9	-4	-0.7	9	-6	-10	-2
CCC(c1nnnn1-c1ccc2c(c1)OCCO2)N1CCN(c2ccc(C(F)(F)F)cn2)CC1 (stereo not drawn)	.	0.0	3	6	-0.3	-6	31	-1	-3
CCOC(OCC)c1ccc(/C=C\c2nccc(N)n2)cc1	8	-0.9	-8	5	4.8*	5	-3	-6	1
CCc1ccccc1-n1nnnc1SCC(=O)Nc1ccc(N2CCN(C)CC2)cc1	-26	0.6	0	10	0.3	-3	0	-2	1
O=C(CCC(=O)N1CCOCC1)NCCc1ccc(Cl)cc1Cl	5	0.3	-5	11	1.5	6	-4	0	1
CC(=O)NC(CC(=O)O)c1ccc(F)cc1 (stereo not drawn)	7	2.5	9	2	1.6	4	-2	-4	2
c1ccc(COc2cccc(CN3CCCCC3)c2)cc1	-2	-1.4	-9	3	0.3	-3	-7	-10	3
N#Cc1c(N)n(-c2ccc(O)cc2)c2nc3ccccc3nc12	-12	0.2	-7	-15	4.1	4	0	-4	3
CCOC1OC(=O)C(Cl)=C1Nc1ccc(C)cc1 (stereo not drawn)	0	0.1	-4	4	0.2	4	2	-2	3
Cc1ccc(S(=O)(=O)N2CCN(C(=O)CCc3c[nH]c4ccccc34)CC2)c(C)c1	-62	0.5	8	1	-0.8	2	1	-2	2
CN(Cc1nc(-c2cnccn2)no1)CC1(c2ccccc2)CC1(C)C (stereo not drawn)	4	-1.2	6	6	-0.6	21	4	-1	-3
CCn1c(SCC(=O)Nc2oc(C)c3c(C)n[nH]c(=O)c23)nc2sc(C)c(C)c2c1=O	10	-0.3	-10	0	.	5	0	-1	7

Next records follow:
SMILES	MLLE-PAM2 inh	Tb MetRS inh	eLon inh	NRP1-CendR mod	MsrA inh	SKN-1 block	FAS-TE inh	MsrA act	MT1-MMP act inh
Cc1cc(C#N)c(SCC(N)=O)nc1-c1ccc(F)cc1	-36	-0.8	-9	4	2.7	2	0	-5	-3
CC(CN1CCOCC1)OC(=O)c1ccc(Br)cc1 (stereo not drawn)	2	0.2	-2	-7	0.0	-5	1	0	4
COc1ccc(-n2ncc3c(=O)n(CC(=O)N4CCCc5ccccc54)cnc32)cc1	9	0.2	-10	8	-0.1	-3	6	-2	-1
Cc1ccc(S(=O)(=O)NCCC(=O)NC2CC2)cc1	1	0.0	-1	3	1.3	-9	-4	-6	0
COC(=O)[C@]12CCCCC=C1N(CCc1ccc(OC)c(OC)c1)C(=O)[C@H](CC(=O)NCc1cccc3ccccc13)C2	.	0.4	.	5	-1.0	10	.	.	-11
CCc1nnc(NC(=O)c2c(C)nn(-c3ccccc3)c2Cl)s1	-11	-0.7	-5	8	-0.5	-13	-5	1	7
Cc1c(Br)c(C(=O)NNC(=O)c2ccc(C(C)(C)C)cc2)nn1C	-10	0.6	2	1	0.0	-5	46	0	4
CCN(CC)CCCNC(=O)c1ccccc1NC(=O)C1=CSCCO1	5	-1.1	3	-2	0.4	1	-3	-2	-9
Cc1cc(N)n(-c2ccc(S(=O)(=O)c3ccc(C(C)C)cc3)cc2)n1	6	0.0	2	0	0.6	-3	6	-1	2
OC(COc1ccc2ccccc2c1)Cn1cncn1 (stereo not drawn)	-7	-0.4	-6	-2	-0.2	-3	-24	-2	6
O=C(Nc1ccccc1)NN(C(=O)CCl)c1ccccc1	6	0.7	1	16	-0.4	-13	2	0	4
CC(=O)N/N=C/c1ccc(OCCOc2ccc(Br)cc2)cc1	8	-0.7	3	5	0.7	2	-8	-3	-1
COc1cc(CC(=O)Nc2ccc(Cl)c(C(F)(F)F)c2)cc(OC)c1OC	-6	-0.5	-5	5	0.2	11	11	-7	5
CCOC(=O)C(=CNc1ccccc1C)C(=O)OCC	5	-0.1	8	11	2.9	16	4	-3	4
Cc1cccc(CC(=O)N2CCOCC2)c1	-10	-0.9	-11	-4	1.1	1	-8	-2	1
COC(=O)c1ccc(NS(=O)(=O)c2c(C)[nH]c(C)c2C(=O)N2CCCC2)cc1	9	1.1	-14	4	0.3	5	-10	-2	5
N#Cc1nc(-c2cccs2)oc1NCCCN1CCOCC1	22	-0.5	-1	-9	1.0	6	-10	-3	9
CC1CCN(S(=O)(=O)c2cccc3cccnc23)CC1	2	-0.1	-5	-4	-0.7	-2	-5	-7	-2
CCCn1c(N)c(Sc2ccccc2[N+](=O)[O-])c(=O)n(CCC)c1=O	-7	0.0	-4	5	-0.5	-2	1	-2	2
CC(=O)Oc1ccc(/C=C(\NC(=O)c2ccco2)C(=O)NCc2ccccc2)cc1	-12	-0.6	-1	1	-0.7	4	-4	-5	1
COc1cc(OC)cc(C(=O)N[C@H](C(=O)OCC(=O)N2CCN(S(=O)(=O)c3ccc(C)cc3)CC2)C(C)C)c1	-21	-0.2	3	0	-0.1	21	13	-2	-2
O=C(COC(=O)/C=C/c1ccccc1)NC1CCCCC1	-5	0.1	-7	-1	-1.1	14	2	-1	1
CCCNC(=O)c1c(N)n(-c2ccc3c(c2)OCO3)c2nc3ccccc3nc12	15	0.6	10	-9	0.0	-13	-5	-1	-22
C/C(=N\Nc1nc2ccc(Cl)cc2o1)c1ccccc1	5	-0.6	-5	0	-1.4	2	-6	-2	2
NC(=O)CSc1nnc(-c2ccncc2)n1-c1ccc(Cl)cc1	18	-0.2	-8	3	-1.9	-1	-6	-1	2

(next part)
SMILES	MLLE-PAM2 inh	Tb MetRS inh	eLon inh	NRP1-CendR mod	MsrA inh	SKN-1 block	FAS-TE inh	MsrA act	MT1-MMP act inh
CCOc1ccc(/C=C/[N+](=O)[O-])c2ccccc12	-52	0.3	-12	-5	.	26	-9	-5	3
C=CCOc1cc(C)nc(-c2ccccc2O)n1	-4	-0.6	-5	-2	0.3	22	15	-2	-2
Cn1c(CSc2ncn[nH]2)nc2ccccc21	9	-0.9	-1	-9	1.0	4	-7	-2	1
CCCNC(=O)c1cc(C2CCCCN2C(=O)c2cc(C(C)(C)C)nn2C)on1 (stereo not drawn)	8	0.0	-6	-1	-1.0	11	-6	-3	-1
COc1ccccc1C(=O)NCCC(=O)N1CCN(C(=O)c2ccco2)CC1	18	-0.2	7	1	-0.2	4	-4	-3	-2
O=C(O)/C=C/c1ccccc1Oc1ccccc1	3	-1.3	-14	4	.	1	-10	-9	-1
CCOCCCNC(=O)C(c1ccc(OC)cc1)N(Cc1ccc2c(c1)OCO2)C(=O)c1ccccn1 (stereo not drawn)	-1	-0.8	10	-4	-0.9	-7	3	-3	0
CC(C)(C)n1nnnc1C(c1cc2cc3c(cc2[nH]c1=O)OCO3)N1CCN(c2ccccc2)CC1 (stereo not drawn)	2	0.5	-10	1	1.8	12	5	-4	-48
COc1ccc(N2CCN(C(CNC(=O)C(=O)NC3CCCC3)c3ccco3)CC2)cc1 (stereo not drawn)	-4	-0.3	3	0	0.4	2	-4	-2	-3
Cc1nc2sc(C(c3ccccc3)N3CCN(c4ccccc4F)CC3)c(O)n2n1 (stereo not drawn)	5	-0.2	6	-4	0.3	-12	-10	-1	5
Cn1nnnc1SCC(=O)Nc1ccc2c(c1)OCO2	-7	0.4	-2	14	0.0	0	-3	-3	2
O=C(NCc1ccc(Cl)cc1)C(=O)NCC1OCCN1S(=O)(=O)c1ccc2c(c1)OCCO2 (stereo not drawn)	-5	-0.1	1	-2	0.8	23	0	-2	2
CN(C(=O)c1ccco1)c1nc(CC(=O)Nc2ccccc2)cs1	0	-1.6	-7	1	0.6	-16	-4	-10	8
COC1OC2COC(c3ccccc3)OC2C(OC(C)=O)C1OC(C)=O (stereo not drawn)	-7	-0.2	-13	14	-0.2	13	-8	-3	0
C/C(=N\Nc1nc(-c2cc(C)ccc2C)cs1)c1cc2ccccc2oc1=O	14	-0.6	11	-5	1.1	0	-10	-2	-1
COc1ccc(CNC(=O)C2CCC(CNc3c(N4CCOCC4)c(=O)c3=O)CC2)cc1 (stereo not drawn)	5&-1	-0.3&-0.8	-7&-1	-4&0	-0.3&0.0	8&-7	-6&-7	-1&-1	3&-2
CCOc1ccc(NC(=O)N2CCC(c3nc4ccccc4[nH]3)CC2)cc1	-13	-0.1	-1	-2	0.7	0	-3	-4	-2
CCN(CC)C(=O)Cn1cc(SCC(=O)Nc2cc(C)on2)c2ccccc21	9	-0.7	4	-6	0.4	7	-2	-4	0
CCOc1cc(C(=O)NCCCNC(=O)c2cc(OCC)c(OCC)c(OCC)c2)cc(OCC)c1OCC	-10	-0.7	1	2	0.2	5	6	0	1
